# tim23-1 inh = inhibits growth of tim23-1 mutant yeast; S. cerevisiae tim23-1 growth, BacTiter-Glo luminescence, 24 h; inhibition, % at 20 µM; actives 1.3% (n = 330,000);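 active = growth inhibition of the mutant yeast at or above 50%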;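 note: temperature-sensitive mutant grown at 25 °C; plate controls were DMSO-treated mutant yeast for no effect and medium wells lacking yeast for full effect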
# CHOP UPR activ = activators of apoptotic arm of unfolded protein response (CHOP); CHO-CHOP luciferase reporter, UPR activation, luminescence; percent of tunicamycin response over DMSO baseline; actives 0.34% (n = 330,000); activation, % at 10 µM;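 active = at 10 µM dose, activation of 40% or more, normalized to positive control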;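 note: 100% = tunicamycin at 10 µg/mL and 0% = DMSO alone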
#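 measured by = luciferase luminescence | assay system = CHO-CHOP cells, stable luciferase reporter of PERK-eIF2a-CHOP signalling | amount = 500 reporter cells seeded per well | timing = 6 h compound exposure at 37 °C after overnight seeding | controls = positive tunicamycin 10 µg/mL, negative DMSO alone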
# NR3A LBD binder = NR3A (human) ligand-binding domain modulation; NR3A LBD differential scanning fluorimetry, Tm shift; 0% = protein alone, 100% = glycine-bound protein; Tm shift relative to glycine control, % at 25 µM; actives 2.5% (n = 340,000); AID 1259313;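 active = melting temperature shift of at least 10% of the positive control shift, at one fixed dose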
# APJ ag = activates the human apelin receptor APJ; P35414; CHO-K1 APJ PathHunter beta-arrestin, luminescence; 0% DMSO wells, 100% apelin; activation, % at 20 µM; actives 0.11% (n = 330,000);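 active = activation more than six SD over the plate average, tested at 20 µM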;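 note: 0% = DMSO alone and 100% = apelin-13 at 10 nM; some results filed as inactive read as strong as hits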
#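 Test system: CHO-K1 APJ beta-arrestin complementation cell line | Compound: Single test compound dose, 20 µM final, 1% DMSO | Incubation: Compound 90 min 25 °C, reagent 1 h | Measured by: beta-gal luminescence | Read-out basis: APJ–arrestin association signal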
# TIM10 inh = TIM10 yeast growth inhibition. AID 463195. actives 1.4% (n = 330,000). S. cerevisiae TIM10 strain growth, BacTiter-Glo luminescence, 24 h. inhibition, % at 10 µM;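 active = inhibition of 40% or more at the single tested concentration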;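 note: wild-type TIM10 isogenic control strain grown at permissive 25 °C; 0% = DMSO yeast wells and 100% = minimal medium wells without yeast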
# XBP1 UPR activ = activators of adaptive arm of unfolded protein response (XBP1). CHO-XBP1 luciferase reporter, IRE1-XBP1 UPR activation, luminescence; percent of tunicamycin response, DMSO as zero. activation, % at 20 µM. actives 0.33% (n = 330,000);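 active = versus positive control, 20 µM dose yields 30% or more activation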;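 note: 100% = tunicamycin at 10 µg/mL and 0% = DMSO only wells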
#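 Material: CHO-XBP1 cells stably carrying IRE1-XBP1-driven luciferase reporter | Medium: F12 with 10% serum | Compound dosing: 20 µM single concentration, DMSO 1% | Incubation: Overnight seeding at 37 °C, 6 h compound treatment at 37 °C | Detection: Steady-Glo luminescence read | Read-out basis: % activation of reporter signal versus tunicamycin and DMSO controls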
# NLRP3 yeast inh = blocks the NALP3 inflammasome reconstituted in yeast; Yeast reconstituted NLRP3/ASC/caspase-1, beta-gal luminescence, 24 h; inhibition, % at 10 µM; actives 0.39% (n = 330,000); AID 2825;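 active = inhibition of 50% or more; inactive = inhibition below 50%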;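 note: plate controls were induced DMSO wells for no effect and uninduced yeast grown without galactose for full effect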
# tim10-1 inh = growth inhibitors of tim10-1 mutant yeast | S. cerevisiae tim10-1 ts strain growth, BacTiter-Glo, 24 h | inhibition, % at 20 µM | actives 2.2% (n = 330,000);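 active = inhibition of at least 40%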;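 note: mutant grown at 25 °C; 0% = DMSO wells with yeast and 100% = wells holding no yeast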
# Mdm2 MdmX PPI = human Mdm2/MdmX binding inhibition | actives 3% (n = 330,000) | O15151+Q00987 | SaOS-2 split-luciferase Mdm2/MdmX complementation, luminescence | inhibition, % at 8 µM | AID 485346;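 active = inhibition of at least 50% at 8 µM in the primary screen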
# Target sequence (O15151 whole entry, looked up): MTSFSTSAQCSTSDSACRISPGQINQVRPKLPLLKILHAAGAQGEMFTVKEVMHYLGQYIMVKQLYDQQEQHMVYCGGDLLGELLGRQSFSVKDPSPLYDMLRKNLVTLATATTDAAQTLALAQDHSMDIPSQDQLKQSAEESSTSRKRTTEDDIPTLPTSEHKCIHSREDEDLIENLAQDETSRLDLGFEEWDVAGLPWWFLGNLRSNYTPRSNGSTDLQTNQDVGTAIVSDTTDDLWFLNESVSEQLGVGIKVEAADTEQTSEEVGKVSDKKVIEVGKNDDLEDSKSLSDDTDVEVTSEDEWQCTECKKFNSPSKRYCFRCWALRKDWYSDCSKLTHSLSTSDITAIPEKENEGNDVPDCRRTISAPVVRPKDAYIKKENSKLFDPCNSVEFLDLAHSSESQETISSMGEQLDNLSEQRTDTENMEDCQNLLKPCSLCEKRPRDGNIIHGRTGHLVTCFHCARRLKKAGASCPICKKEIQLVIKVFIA
# Target sequence (Q00987 whole entry, looked up): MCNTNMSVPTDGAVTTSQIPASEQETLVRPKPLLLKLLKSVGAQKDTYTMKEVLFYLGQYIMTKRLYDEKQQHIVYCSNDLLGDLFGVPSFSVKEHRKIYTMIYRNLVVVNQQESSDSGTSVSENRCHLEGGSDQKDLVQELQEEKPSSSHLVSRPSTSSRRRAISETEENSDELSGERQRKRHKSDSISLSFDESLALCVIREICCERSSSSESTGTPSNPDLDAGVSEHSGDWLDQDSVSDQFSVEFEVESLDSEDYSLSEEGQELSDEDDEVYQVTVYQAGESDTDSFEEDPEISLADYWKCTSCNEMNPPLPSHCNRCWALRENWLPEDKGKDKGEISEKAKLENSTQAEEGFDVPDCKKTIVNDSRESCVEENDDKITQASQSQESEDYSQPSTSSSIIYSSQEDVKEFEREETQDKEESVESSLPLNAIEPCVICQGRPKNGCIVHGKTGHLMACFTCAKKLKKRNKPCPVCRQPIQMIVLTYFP
# The depositor's hits bear a star; . = no result given.
SMILES,tim23-1 inh,CHOP UPR activ,NR3A LBD binder,APJ ag,TIM10 inh,XBP1 UPR activ,NLRP3 yeast inh,tim10-1 inh,Mdm2 MdmX PPI
COc1cccc(C#Cc2c(CO)[nH]c3ccccc23)c1,42,4.8,-2,4,14,-2,9,17,-12
N#Cc1cccc(NC(=O)CCC2CCCC2)c1,36,0.7,0,0,29,-1,3,23,-17
COC(=O)C(NC(=O)c1ccc(Cl)cc1)(Nc1nc(C)cs1)C(F)(F)F (stereo unspecified),15,-0.2,-2,-2,-10,-2,1,14,25
CC(N)C(=O)NC(C(=O)N1CCCC1C(=O)NC(c1ccccc1)c1ccccc1)C(C)C (stereo unspecified),6,-1.5,1,-5,14,0,21,-7,-10
COc1ccc(CN2CCNC(=O)C2CC(=O)NC2CCOCC2)cc1C (stereo unspecified),4,-0.1,1,-1,11,-3,14,7,3
CCc1ccc(C(=O)CSc2nc3cc(S(=O)(=O)N4CCOCC4)ccc3n2CC)cc1,37,-1.7,1,-2,2,-1,18,16,47
CCCCc1ccc(S(N)(=O)=O)cc1,-12,1.2,0,-1,7,0,-6,7,0
O=S(=O)(Nc1ccccc1O)c1ccc(Cl)nc1,6,-0.5,-1,-1,0,0,20,-15,6
COC(=O)c1c(NC(=O)Cc2ccccc2)sc2c1CC(C)(C)NC2(C)C,6,-0.4,1,-1,7,5,13,11,22
C=CCNC(=O)c1ccc2c(c1)S(=O)(=O)c1ccccc1C2=O,7,-2.6,-2,12,3,5,26,2,24
Cc1cccc(C)c1NC(=O)COC(=O)c1ccccc1Nc1ccccc1,1,-1.8,0,-1,6,-1,11,8,-22
Cc1ccc(NC(=O)c2c(C)noc2C)cc1S(=O)(=O)N1CCOCC1,2,-0.9,0,-5,4,-3,19,8,14
COc1ccccc1N(CC(=O)Nc1ccccc1C(=O)NCC(C)C)S(C)(=O)=O,5,-0.7,-1,2,12,1,0,8,22
NS(=O)(=O)c1ccc(N2CCOCC2)c(C(=O)NCCCSc2ccccc2)c1,-2,-1.2,2,-2,-4,2,9,4,28
O=C(COc1ccccc1)NCc1ccc(-n2cccc2)cc1,3,-1.6,-1,-2,8,0,4,13,1
Nn1c(SCC(=O)NCCC2=CCCCC2)nnc1-c1cccnc1,12,0.9,0,-3,-3,-2,3,6,-12
CN(CC(=O)Nc1cccc(F)c1)C(=O)c1ccc(S(=O)(=O)N2CCCC2)cc1,6,-1.3,1,-3,-5,2,13,-6,13
CC(C)N(C(C)C)S(=O)(=O)c1ccc(N2CCc3ccccc3C2)nc1,45,64*,-1,-3,33,29,19,36,39
Cc1cc([N+](=O)[O-])cc2c1NC(=O)C2(O)N1CCOCC1 (stereo unspecified),-2,-0.2,-2,-2,-1,0,1,11,-13
Cc1cc(C(=O)Nc2ccc(C#N)cc2)on1,12,0.4,1,-2,-4,10,9,17,-14
COC(=O)c1c(-c2cccs2)csc1NC(=O)c1cccnc1,4,6.3,0,1,-27,2,19,23,-22
Cc1cc(-c2ccccc2)nc(N/N=C/c2ccccc2)n1,37,6.0,1,4,37,6,42,41*,-22
COCCCC1CCN(Cc2cn[nH]c2-c2cc(OC)c(OC)c(OC)c2)CC1,0,1.7,-1,-1,-16,1,-10,-11,21
O=C(CCl)Nc1ccc(Oc2cnc3ccccc3n2)cc1,49,26,0,-1,23,1,29,29,67*
Cc1nn(C)c2ncc(C(=O)c3ccccc3O)cc12,14,3.4,-1,1,-10,-2,35,-7,13

# Some of these compounds in order of their number in NLRP3 yeast inh, descending:
Compound | NR3A LBD binder | APJ ag | NLRP3 yeast inh | Mdm2 MdmX PPI
Cc1cc(-c2ccccc2)nc(N/N=C/c2ccccc2)n1 | 1 | 4 | 42 | -22
O=C(CCl)Nc1ccc(Oc2cnc3ccccc3n2)cc1 | 0 | -1 | 29 | 67*
COCCCC1CCN(Cc2cn[nH]c2-c2cc(OC)c(OC)c(OC)c2)CC1 | -1 | -1 | -10 | 21

# More entries
SMILES,tim23-1 inh,CHOP UPR activ,NR3A LBD binder,APJ ag,TIM10 inh,XBP1 UPR activ,NLRP3 yeast inh,tim10-1 inh,Mdm2 MdmX PPI
CCC(=O)Nc1ccc2c(c1)nc(CN1CCN(C(C)=O)CC1)n2C,2,1.5,0,0,-9,0,20,9,10
O=C(Nc1nc2ccccc2s1)C1CC(=O)N(c2ccc(Cl)cc2)C1 (stereo unspecified),43,-1.1,-14,2,48*,1,7,27,8
Cc1ccc(-c2nnc(Nc3ccc(C(N)=O)cc3)c3ccccc23)cc1S(=O)(=O)NCC1CCCO1 (stereo unspecified),5,-0.5,-4,0,6,-1,8,20,17
COc1cc(/C=C2/C(C)=C(C#N)c3nc(N)c(C#N)c(C)c32)ccc1OCC(=O)O,43,0.5,-5,-1,42*,-4,16,41*,17
O=C(CSc1nccc(=O)[nH]1)c1ccccc1Br,11,-0.9,-3,-2,-5,0,10,6,5
O=S(=O)(NCc1cn2ccsc2n1)c1ccc2c(c1)OCCO2,-3,-1.2,-1,-3,7,-3,7,7,-7
COc1ccc(S(=O)(=O)Nc2ccc3c(c2)C(=O)N([C@@H](C)CO)C[C@H](C)[C@H](CN(C)S(=O)(=O)c2ccc(F)cc2)O3)cc1,14,2.6,-4,-4,3,-1,4,4,27
CCOC(=O)c1cc(=O)c2ccc(OCC(=O)Nc3ccc(F)cc3)cc2o1,8,1.3,1,-5,9,-1,4,1,3
COCCNC(=O)Cn1nc(-c2ccc(C)cc2)c2ccccc2c1=O,2,0.1,-2,-1,1,-1,5,12,14
O=C(NCCCN1CCOCC1)/C(=C/c1ccc(F)cc1)NC(=O)c1ccccc1,-9,-2.6,2,-2,-16,1,14,8,6
Cc1cc(C)cc(NC(=O)c2ccc(S(=O)(=O)NCc3cccnc3)cc2)c1,9,0.0,1,0,-26,-4,16,-8,-7
COC(=O)/N=C(/Cc1ccc(OC)cc1)c1ccc(OC)cc1,26,3.5,2,-6,20,2,35,32,13
CCn1cnc2scc(-c3ccc(C)c(C)c3)c2c1=O,14,-1.4,1,-3,17,3,23,24,20
CCn1c(=O)c(CCC(=O)N2CCN(c3ccccn3)CC2)c(C)c2c(C)nn(-c3ccccc3)c21,32,-1.4,-2,1,25,-6,21,24,22
CCc1ccc(NC(=S)N2CCC(NC(=O)c3ccccc3OC)CC2)cc1,16,1.6,1,-2,15,1,20,23,9
COc1ccccc1N(CC(=O)N/N=C/c1ccc(SC)cc1)S(C)(=O)=O,5,-0.9,-4,-1,1,-2,17,11,2
CCOc1ccc(N(CC(=O)NC2CCCCC2)C(=O)CCC(=O)Nc2nccs2)cc1,-3,0.5,-1,-2,9,-5,2,-8,12
CC(C)[C@H](NC(=O)[C@H](Cc1ccccc1)n1c(=O)[nH]c2ccccc2c1=O)C(=O)N1CCC[C@H]1C(=O)O,14,-1.0,-1,-4,3,0,11,2,19
Fc1ccc(-c2cc(C(F)(F)C(F)F)[nH]n2)cc1,28,4.3,10*,5,15,0,13,30,8
CCCC(=O)Nc1nn(C)c2nc3cc(C)ccc3cc12,26,3.4,.,-1,8,-2,28,20,6
COc1ccccc1C1C(C#N)=C(N)Oc2cc(C)n(Cc3ccccn3)c(=O)c21 (stereo unspecified),-1,-0.5,-1,1,5,4,-7,10,-10
Cc1ccccc1-c1nnc(SCC(=O)N(C)c2c(N)n(Cc3ccccc3)c(=O)[nH]c2=O)n1C,-23,1.2,1,-6,-4,-2,5,-11,11
COC(=O)C1=C(C)NC(=S)NC1c1ccc(OCC(=O)N2CC(C)OC(C)C2)c(OC)c1 (stereo unspecified),1,-2.0,-2,-3,6,-1,4,10,13
O=[N+]([O-])c1ccc(N/N=C/c2ccccc2)c(F)c1,0,5.3,36*,-5,3,1,9,1,-54
O=C(CCS(=O)(=O)c1ccccc1)N1CCN(c2ccc(F)cc2)CC1,6,5.6,2,0,-12,3,15,-16,-1

# Some of these compounds in order of heavy-atom count, lowest first.
SMILES,tim23-1 inh,CHOP UPR activ,NR3A LBD binder,APJ ag,TIM10 inh,XBP1 UPR activ,NLRP3 yeast inh,tim10-1 inh,Mdm2 MdmX PPI
O=C(CSc1nccc(=O)[nH]1)c1ccccc1Br,11,-0.9,-3,-2,-5,0,10,6,5
O=[N+]([O-])c1ccc(N/N=C/c2ccccc2)c(F)c1,0,5.3,36*,-5,3,1,9,1,-54
CCn1cnc2scc(-c3ccc(C)c(C)c3)c2c1=O,14,-1.4,1,-3,17,3,23,24,20
CCCC(=O)Nc1nn(C)c2nc3cc(C)ccc3cc12,26,3.4,.,-1,8,-2,28,20,6
O=S(=O)(NCc1cn2ccsc2n1)c1ccc2c(c1)OCCO2,-3,-1.2,-1,-3,7,-3,7,7,-7
CCC(=O)Nc1ccc2c(c1)nc(CN1CCN(C(C)=O)CC1)n2C,2,1.5,0,0,-9,0,20,9,10
O=C(CCS(=O)(=O)c1ccccc1)N1CCN(c2ccc(F)cc2)CC1,6,5.6,2,0,-12,3,15,-16,-1
COc1ccccc1N(CC(=O)N/N=C/c1ccc(SC)cc1)S(C)(=O)=O,5,-0.9,-4,-1,1,-2,17,11,2
CCOC(=O)c1cc(=O)c2ccc(OCC(=O)Nc3ccc(F)cc3)cc2o1,8,1.3,1,-5,9,-1,4,1,3
O=C(NCCCN1CCOCC1)/C(=C/c1ccc(F)cc1)NC(=O)c1ccccc1,-9,-2.6,2,-2,-16,1,14,8,6
COC(=O)C1=C(C)NC(=S)NC1c1ccc(OCC(=O)N2CC(C)OC(C)C2)c(OC)c1 (stereo unspecified),1,-2.0,-2,-3,6,-1,4,10,13
Cc1ccccc1-c1nnc(SCC(=O)N(C)c2c(N)n(Cc3ccccc3)c(=O)[nH]c2=O)n1C,-23,1.2,1,-6,-4,-2,5,-11,11
CCn1c(=O)c(CCC(=O)N2CCN(c3ccccn3)CC2)c(C)c2c(C)nn(-c3ccccc3)c21,32,-1.4,-2,1,25,-6,21,24,22
CC(C)[C@H](NC(=O)[C@H](Cc1ccccc1)n1c(=O)[nH]c2ccccc2c1=O)C(=O)N1CCC[C@H]1C(=O)O,14,-1.0,-1,-4,3,0,11,2,19
COc1ccc(S(=O)(=O)Nc2ccc3c(c2)C(=O)N([C@@H](C)CO)C[C@H](C)[C@H](CN(C)S(=O)(=O)c2ccc(F)cc2)O3)cc1,14,2.6,-4,-4,3,-1,4,4,27

# Next section.
SMILES,tim23-1 inh,CHOP UPR activ,NR3A LBD binder,APJ ag,TIM10 inh,XBP1 UPR activ,NLRP3 yeast inh,tim10-1 inh,Mdm2 MdmX PPI
CC(C)N(C(=O)CSc1nnc(CSc2ncccn2)n1C)C(C)C,10,1.6,6,-2,6,0,15,-4,7
CCOC(=O)c1cc2c(=O)n3ccccc3nc2n(CCCOC)c1=NC(C)=O,-1,3.1,-2,-7,10,0,7,10,11
CC1CC(=O)N(CC(=O)N2CCCC2)c2ccccc2S1 (stereo unspecified),23,-1.2,-2,-3,-1,-2,1,9,7
COC(=O)Cn1c2ccc(F)cc2c2nc(C)sc21,19,0.2,1,0,12,-1,-20,38,11
Cc1ccc2nc(-c3cccc(Br)c3)cc(C(=O)Nn3cnnc3)c2c1,10,2.1,-3,-2,-8,0,-3,27,-20
Cc1cc2c(c(=O)o1)C(Cc1ccccc1)C(C#N)=C(N)O2 (stereo unspecified),1,-0.6,-6,-3,-12,-1,2,10,0

# Source: PubChem BioAssay

# Outcome played no part in choosing rows (roughly 8.2% active in at least one column).
